KRASV12 cytotoxicity: cytotoxicity in KRAS-transformed pancreatic duct cells, primary screen, cell-based, fluorescence, HTS (AID 431) | HPDE-C7K KRASV12 cells, Alamar Blue viability, 48 h; higher % means a stronger effect | cytotoxicity, % at 10 µM; hits with a dose series show EC50 in µM | 63,000 compounds, 1.7% hits;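 active = compounds whose percent cytotoxicity in the single-dose primary screen, scaled between solvent and toxic-drug controls, exceeds 50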;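 note: 0% = DMSO solvent wells and 100% = doxorubicin-treated wells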
Spn PMK inh: blocks S. pneumoniae phosphomevalonate kinase; inhibition, % at 10 µM; purified PMK, PK/LDH-coupled NADH absorbance 340 nm; 65,000 compounds, 0.49% hits;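 active = top-ranked compounds by inhibition in the single 10 µM screen, taking a fixed number of the strongest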;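 note: 0% = full reaction with DMSO carrier and 100% = background rate without enzyme reaction; no value below 0 was filed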
LYP phosphatase: LYP phosphatase inhibitors, primary screen, biochemical, DiFMUP fluorescence, recombinant catalytic domain, 10 µM (AID 606). one-dose inhibition, % at 10 µM; IC50 in µM for titrated hits. 52,000 tested, under 10 active. recombinant LYP catalytic domain, DiFMUP fluorescence; higher % means a stronger effect;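 active = IC50 under 40 µM in the dose-response test; inactive = IC50 of 40 µM or more, or never dose-tested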
HPDE-C7 cytotoxicity: cytotoxicity in HPDE-C7 cells, cell-based, fluorescence, HTS (AID 430); one-dose cytotoxicity, % at 10 µM; EC50 in µM for titrated hits; HPDE-C7 pancreatic duct cells viability, fluorescence; higher % means a stronger effect; 63,000 compounds, 1.8% hits;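 note: cells exposed to compound for 48 hours before viability readout; 0% = vehicle and 100% = reference cytotoxic drug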
DPM-DC inhibit: blocks S. pneumoniae diphosphomevalonate decarboxylase; purified DPM-DC, PK/LDH coupled NADH fluorescence; 65,000 compounds, 0.49% hits; calls only at 10 µM; AID 556;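 active = the 320 compounds with the highest percent inhibition in the single-dose primary screen, excluding strongly autofluorescent ones, cut at about 32% in these data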;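 note: kinetic rate of NADH fluorescence loss reporting ADP formed by the decarboxylase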
MK inhibit: S. pneumoniae mevalonate kinase inhibition; inhibition, % at 10 µM; purified MK, PK/LDH-coupled NADH absorbance 340 nm; 65,000 compounds, 0.48% hits; AID 555;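 active = ranked among the strongest by inhibition in the single 10 µM screen, a fixed top-ranked set picked for dose follow-up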; note: no value below 0 was filed
HT1080 cytotoxicity: cytotoxicity in HT1080 fibrosarcoma cells, cell-based, fluorescence readout (AID 620); cytotoxicity, % at 10 µM; hits with a dose series show EC50 in µM; HT1080 viability, fluorescence; higher % means a stronger effect; 87,000 compounds, 0.42% hits;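 note: cells exposed to compound overnight then 4 h with Alamar Blue; 0% = vehicle DMSO and 100% = killing control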
Bfl-1 displacement: displacement of Bid BH3 peptide from Bfl-1 – biochemical, fluorescence polarization, FITC-Bid, mouse, primary screen (AID 432); one-dose displacement, % at 20 µM; IC50 in µM for titrated hits; FITC-Bid BH3 peptide fluorescence polarization displacement; higher % means a stronger effect; 64,000 compounds, 0.02% hits; in the data active = a potency from the dose series; inactive = the rest, 99 in 100 with displacement below about 15%; note: strong numbers were not always called active
Alkaline phosphatase: inhibition of tissue-nonspecific alkaline phosphatase – biochemical, luminescent (AID 518) | 64,000 compounds, 0.09% hits | purified TNAP enzyme, luminescent substrate readout; higher % means a stronger effect | inhibition, % at 20 µM, or IC50 in µM where a hit was titrated; in the data active = a potency from the dose series; inactive = the rest, 99 in 100 with inhibition below about 22%;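 note: plate controls were vehicle for no effect and reference inhibitor for full effect; many of its hits are not listed in these tables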
Spn PMK inh pilot replicates: also measured in Spn PMK inh; calls as there; inhibition, %; measured here: pilot screen replicates
MK inhibit pilot replicates: also measured in MK inhibit; calls as there; inhibition, %; measured here: pilot screen replicates
DPM-DC inhibit pilot screen %: second read-out of DPM-DC inhibit, no call of its own (marks repeat the call); inhibition, %; measured here: pilot screen trials
The depositor's hits bear a star; i = inactive; . = not tested or not shown. Cut-off read from the data, not from the text of the source, unless noted: active = cytotoxicity above about 50%; inactive = the rest.

SMILES | KRASV12 cytotoxicity | Spn PMK inh | LYP phosphatase | HPDE-C7 cytotoxicity | DPM-DC inhibit | MK inhibit | HT1080 cytotoxicity | Bfl-1 displacement | Alkaline phosphatase | others
COc1ccc(S(=O)(=O)Cc2ccc(C(=O)N3CCc4ccccc4C3)o2)cc1 | 7% | 7 | 0% | 0% | i | 2 | -5% | 0% | 9%
COc1cc2nc3c4ccccc4n(CC#N)c3nc2cc1OC | . | 7 | 4% | . | . | 8 | 24% | -2% | 9%
O=C(O)C1C(c2ccccc2)C(C(=O)Oc2ccc(O)cc2)C1c1ccccc1 (stereo unspecified) | 1% | 14 | 10% | 0% | i | 7 | -5% | 10% | 2%
O=c1cc(Nc2ccc3c(c2)OCCO3)[nH]c(=O)n1C1CCCCC1 | . | 15 | 0% | . | i | 0 | -4% | . | .
CCOC(=O)C1=C(N)n2c(s/c(=C/c3ccco3)c2=O)=C(C(=O)OC)C1c1ccco1 (stereo unspecified) | 74%* | 0 | . | 76%* | i | 5 | 23% | 2% | 13%
O=S1(=O)C=CC(N2CCOCC2)C1 (stereo unspecified) | -4% | 0 | 2% | -3% | i | 11 | . | -4% | 2%
COc1ccc(CNC(=O)c2onc(C)c2Cl)cc1 | -2% | 6 | . | -4% | i | 7 | 7% | -4% | 8%
CCCOc1ccc2oc(=O)c3c(c2c1)CCCN3C(=O)CN1CCN(c2ncccn2)CC1 | -5% | 8 | 1% | 5% | i | 15 | 23% | -2% | -8%
COc1cc(NC(=O)CSc2nccc(C)n2)c(C(=O)O)cc1OC | 1% | 13 | . | -7% | i | 3 | 12% | 1% | -10%
Cc1cccc(Nc2nc(N)nc(CN3CCN(c4ccccc4F)CC3)n2)c1 | 15% | 0 | 12% | 10% | i | 7 | -2% | -1% | 2%
Cc1ccc(S(=O)(=O)c2nc(-c3cccs3)oc2SCC(N)=O)cc1 | 10% | 0 | . | 13% | i | 7 | 19% | -2% | 10%
CC(=O)OC(C(=O)NCc1ccco1)c1ccncc1 (stereo unspecified) | 11% | 15 | -4% | 7% | i | 0 | 8% | -1% | 4%
CC(C)NC(=O)CCCc1cn(C)c2ccccc12 | -1% | 14 | 19% | -14% | i | 0 | 3% | 2% | 4%
Clc1cccc(Cl)c1Cn1cnc2c(N3CCCCCC3)ncnc21 | 0% | 11 | 1% | -5% | i | 8 | -4% | -10% | 9%
O=C1c2ccccc2C2NC(=O)C3(CCCCC3)N12 (stereo unspecified) | -18% | 0 | 11% | -8% | i | 12 | 3% | -2% | 9%
CCOC(=O)c1cc(=O)n2nc(-c3ccccc3F)nc2s1 | 2% | 2 | 1% | -2% | i | 3 | -7% | 7% | 22%
CCOC(=O)CSc1nc2sc(C)c(C)c2c(=O)[nH]1 | 7% | 10 | 13% | 12% | i | 12 | 0% | -4% | 11% | Spn PMK inh pilot replicates=2.5;MK inhibit pilot replicates=0.0;DPM-DC inhibit pilot screen %=4.0
O=C(OCC(=O)N1CCOCC1)c1ccc[nH]c1=O | -2% | 9 | 6% | -6% | i | 6 | 0% | 4% | 4%
Cc1csc2nc(CSc3nc4ccccc4o3)c(Br)n12 | -6% | 8 | 0% | -20% | i | 0 | 0% | 8% | 0% | Spn PMK inh pilot replicates=4.5;MK inhibit pilot replicates=0.0;DPM-DC inhibit pilot screen %=2.0
CCN(CC)c1ccc2c(C)c(CN3CCOCC3)c(=O)oc2c1 | 27% | 9 | 7% | 24% | . | 9 | -11% | 4% | -5%
Cn1c(=O)[nH]c(=O)c2c1nc(N1CCN(c3cccc(Cl)c3)CC1)n2CCCc1ccccc1 | 25% | 0 | -7% | 5% | i | 1 | 4% | 2% | -2%
COc1ccccc1N1CCN(C(=O)c2ccncc2)CC1 | 3% | 6 | 13% | 3% | i | 1 | -1% | 0% | 12%
O=C(Nc1cccc(-c2nc3ccccc3[nH]2)c1)c1ccco1 | 10% | 11 | 9% | 4% | i | 10 | -5% | 2% | 7%
CCOC(=O)c1ccc(CC2S/C(=C(\C#N)C(C)=O)NC2=O)cc1 (stereo unspecified) | 17% | 6 | 3% | 5% | i | 9 | -3% | 6% | 19% | Spn PMK inh pilot replicates=3.0;MK inhibit pilot replicates=0.0;DPM-DC inhibit pilot screen %=2.5
Cn1c(C(=O)N2CCC(C(=O)N3CCOCC3)CC2)cc2sccc21 | 2% | 0 | 14% | -5% | i | 4 | 4% | -7% | 5%

Next part, starting with the last 3 of the part before.
SMILES | KRASV12 cytotoxicity | Spn PMK inh | LYP phosphatase | HPDE-C7 cytotoxicity | DPM-DC inhibit | MK inhibit | HT1080 cytotoxicity | Bfl-1 displacement | Alkaline phosphatase | others
O=C(Nc1cccc(-c2nc3ccccc3[nH]2)c1)c1ccco1 | 10% | 11 | 9% | 4% | i | 10 | -5% | 2% | 7%
CCOC(=O)c1ccc(CC2S/C(=C(\C#N)C(C)=O)NC2=O)cc1 (stereo unspecified) | 17% | 6 | 3% | 5% | i | 9 | -3% | 6% | 19% | Spn PMK inh pilot replicates=3.0;MK inhibit pilot replicates=0.0;DPM-DC inhibit pilot screen %=2.5
Cn1c(C(=O)N2CCC(C(=O)N3CCOCC3)CC2)cc2sccc21 | 2% | 0 | 14% | -5% | i | 4 | 4% | -7% | 5%
CCC1CCCCN1CCCNC(=O)c1cn(CC(C)C)c(=O)c2cc(OC)c(OC)cc12 (stereo unspecified) | -10% | 0 | . | -6% | i | 8 | . | -5% | -1%
O=C(c1cc2ccccc2oc1=O)N1CCCC1 | 4% | 0 | -10% | 4% | i | 3 | 7% | 1% | 24%
Cc1ccccc1S(=O)(=O)Cc1ccc(C(=O)N2CCN(c3cccc(C)c3C)CC2)o1 | 74%* | 14 | 11% | 88%* | i | 0 | 42% | -7% | 8%
O=C(COc1ccc(F)cc1)NCC1CCCO1 (stereo unspecified) | 5% | 8 | 2% | 4% | i | 11 | -3% | -3% | 10%
CCOC(=O)c1c(-c2ccccc2)nnn1-c1nc(OCC)nc(N2CCCCC2)n1 | 33% | 10 | . | 26% | i | 10 | -10% | -5% | 13%
CCOc1ccc(C(=O)CN2CCN(S(=O)(=O)c3ccc(F)cc3)CC2)cc1 | 4% | 12 | 6% | 2% | i | 1 | -3% | -2% | -1%
CCCCn1c(NCc2ccccc2O)nc2ccccc21 | 6% | 9 | 11% | 0% | i | 8 | 2% | 0% | 14% | Spn PMK inh pilot replicates=0.0;MK inhibit pilot replicates=0.0;DPM-DC inhibit pilot screen %=2.5
O=C(O)c1ccc(S(=O)(=O)Nc2ccc(F)c(Cl)c2)cc1 | -10% | 14 | . | -12% | i | 12 | 2% | -7% | 8%
c1ccc(-n2nnnc2SCCCSc2nc3ccccc3s2)cc1 | 2% | 4 | 16% | 6% | i | 7 | 6% | -2% | 12%
CCCC12CN3CC(C)(CN(C1)C31C(=O)Nc3ccc(C)cc31)C2=O (stereo unspecified) | -2% | 12 | 11% | -8% | i | 6 | -3% | 0% | 9%
O=C(Nc1ccc2c(c1)OCCO2)c1cncc(Br)c1 | 7% | 2 | 5% | -9% | i | 6 | . | 0% | 2%
CCOC(=O)c1[nH]c2ccc(OC)cc2c1NC(=O)N1CCOCC1 | . | 11 | 2% | . | . | 10 | -7% | 0% | 2%
COC(=O)c1cc(=O)nc2sccn12 | 5% | 27* | 12% | 4% | i | 31 | . | -3% | 8%
CCCCc1[nH]nc2c1C1(C(=O)N(CC)c3ccccc31)C(C#N)=C(N)O2 (stereo unspecified) | 3% | 0 | -1% | 9% | i | 7 | 2% | -4% | 9%
CCOc1ccccc1N(CC(=O)O)S(=O)(=O)c1ccc(C)cc1 | -16% | 0 | -4% | -20% | i | 0 | 2% | -6% | 2%
C=CCn1c(Cc2nc3ccc(Cl)cc3[nH]2)n[nH]c1=S | 6% | 10 | -5% | 14% | i | 10 | -15% | 0% | -23%
CC(=O)Nc1nc(C)c(-c2csc(Nc3ccc(O)cc3)n2)s1 | 63%* | 0 | . | 59%* | i | 0 | 28% | 6% | 24% | Spn PMK inh pilot replicates=5.5;MK inhibit pilot replicates=1.5;DPM-DC inhibit pilot screen %=4.0
CCOc1ccc(S(=O)(=O)Nc2cc(Cl)ccc2O)cc1 | 64%* | 9 | 9% | 67%* | i | 5 | -12% | 5% | 8%
CSc1nc(-c2ccco2)nn1C(=O)Cc1ccccc1 | -8% | 10 | -10% | 3% | i | 10 | 1% | -5% | 7%
Cc1nc(/N=C\N(C)C)sc1C(=O)Nc1ccccc1 | -6% | 0 | 6% | 13% | i | 0 | 1% | 2% | 22% | Spn PMK inh pilot replicates=2.0;MK inhibit pilot replicates=0.0;DPM-DC inhibit pilot screen %=3.5
COc1ccccc1N1CCN(C(=O)c2cc(-c3ccco3)on2)CC1 | 1% | 3 | 3% | -13% | i | 12 | -1% | 8% | 1%
COc1ccc(CN2CCN(C(=O)c3cccnc3)CC2)cc1Br | 6% | 9 | 9% | -11% | i | 1 | 22% | -5% | 5%
CCC(=O)N1CCc2cc(S(=O)(=O)CCC(=O)Nc3ccc(CC)cc3)ccc21 | -4% | 7 | -2% | -8% | i | 9 | 12% | -3% | 0%
O=S1(=O)CCC(NS(=O)(=O)/C=C/c2ccccc2)C1 (stereo unspecified) | -9% | 12 | . | -29% | i | 0 | 0% | -5% | 15% | Spn PMK inh pilot replicates=2.5;MK inhibit pilot replicates=0.0;DPM-DC inhibit pilot screen %=0.5
COC(=O)CSc1nc(N)nc(C)c1Br | -10% | 4 | -7% | 5% | i | 5 | 19% | 4% | 9%
The listing continues.
SMILES | KRASV12 cytotoxicity | Spn PMK inh | LYP phosphatase | HPDE-C7 cytotoxicity | DPM-DC inhibit | MK inhibit | HT1080 cytotoxicity | Bfl-1 displacement | Alkaline phosphatase | others
CCN1C(=O)/C(=C/N2CC(C)CC(C)C2)SC1=S (stereo unspecified) | -12% | 12 | . | -10% | i | 4 | 4% | -3% | 7%
COc1ccc(S(=O)(=O)N2CCOCC2)cc1C(=O)Nc1ccon1 | -8% | 5 | -4% | 2% | i | 2 | 5% | 1% | -2%
Cc1ccc(NCc2nnc(SCC(N)=O)n2CCc2ccccc2)cc1 | -5% | 9 | 5% | -11% | i | 6 | 4% | 4% | 9%
O=C(OCc1c(Cl)nc2sccn12)c1cc2c(s1)CCCC2 | -16% | 13 | -4% | -16% | i | 4 | -2% | -4% | 3%
COc1cc(OC)cc(OCC(O)Cn2ccnc2C)c1 (stereo unspecified) | 3% | 2 | -2% | -24% | i | 0 | 2% | 4% | -3%
Cc1nc2ccccc2c2nc(NC(=O)Cc3ccccc3)nn12 | -10% | 9 | 11% | -6% | i | 0 | -3% | 2% | 13%
O=C(Nc1ccc(Cl)cc1)NC1CCS(=O)(=O)C1 (stereo unspecified) | -15% | 4 | 7% | -16% | i | 8 | 0% | -4% | 5%
COC(=O)c1ccc(OC)c(CSc2nnc(COc3ccc(OC)cc3)o2)c1 | 18% | 19 | 2% | 14% | i | 0 | -9% | -3% | 3%
Cc1c(N=Cc2cccs2)c(=O)n(-c2ccccc2)n1C | 8% | 0 | -3% | -2% | i | 0 | 23% | -7% | 4%
CCCCCCn1cc(C(=O)O)c(=O)c2ccccc21 | -8% | 7 | 7% | -12% | i | 4 | -3% | 3% | 13%

Rows are unselected (roughly 3.4% active in at least one column).
